Bioassay records deposited in PubChem by several laboratories.
KOR beta-arrestin-1 – KOR agonists, beta-arrestin recruitment, primary screen, cell-based, luminescence, uHTS (AID 1777); KOR beta-arrestin recruitment, luminescence; higher % means a stronger effect; 0.02% of 280,000 active; Kappa-type opioid receptor (Homo sapiens); activation, % at 10 µM; hits with a dose series show EC50 in µM; in the data active means activation above about 50%, passing the limit was not always enough; further: a part of the inactive calls stands beside numbers as strong as those of hits
KOR beta-arrestin-2 – KOR antagonists, beta-arrestin recruitment, cell-based, luminescence, uHTS (AID 1778) | Kappa-type opioid receptor (Homo sapiens) | 0.091% of 290,000 active | KOR beta-arrestin recruitment, luminescence, antagonist mode; higher % means a stronger effect | one-dose inhibition, % at 10 µM; IC50 in µM for titrated hits; in the data active means inhibition above about 50%; further: strong numbers were not always called active
HIV peptide binding – inhibitors of HIV fusion peptide binding, primary screen, biochemical, uHTS, fluorescence dequenching (AID 1986); 0.3% of 290,000 active; cell-free peptide binding, fluorescence dequenching, 30 min; higher % means a stronger effect; one-dose inhibition, % at 20 µM; IC50 in µM for titrated hits; in the data active means inhibition mostly above about 52%, no sharp cut-off; inactive means mostly below about 76%; further: some results filed as inactive read as strong as hits
GPR55 LPI antagonism – GPR55 antagonists blocking LPI-driven arrestin recruitment, primary screen, imaging, U2OS, beta-arrestin-GFP, LPI agonist (AID 2013). 0.13% of 290,000 active. U2OS GPR55 beta-arrestin-GFP translocation imaging, LPI antagonism; higher % means a stronger effect. G-protein coupled receptor 55 (Homo sapiens). one-dose inhibition, % at 10 µM; IC50 in µM for titrated hits;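 active means spots per cell inhibited over 60%, with over 100 cells counted and total cytoplasm intensity under 500,000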;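 further: U2OS cells stably carrying GPR55 and arrestin-GFP stimulated by 5 µM LPI near EC80; imaged beta-arrestin-GFP aggregate spots per cell after agonist stimulation; plate controls were LPI-stimulated DMSO wells for no effect and DMSO wells without LPI for full effect; some results filed as inactive read as strong as hits; confirmed hits need IC50 under 10 µM and bright autofluorescent wells are also inconclusive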
GPR55 activation – GPR55 agonists via beta-arrestin recruitment, primary screen, imaging, U2OS cells, beta-arrestin-GFP redistribution (AID 1961); G-protein coupled receptor 55 (Homo sapiens); U2OS GPR55 beta-arrestin-GFP redistribution imaging; higher % means a stronger effect; one-dose activation, % at 10 µM; EC50 in µM for titrated hits; 0.048% of 290,000 active;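 active means activation above 40% with more than 50 cells counted in the well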;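 further: U2OS osteosarcoma cells stably expressing GPR55 and beta-arrestin-GFP; plate controls were DMSO negative control for no effect and LPI positive control for full effect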
West Nile antiviral – West Nile virus antiviral activity, cell-based, CPE readout (AID 1621); 0.02% of 290,000 active; West Nile virus-infected cells, CPE inhibition; higher % means a stronger effect; CPE inhibition, % at 10 µM; hits with a dose series show IC50 in µM; in the data active means a potency from the dose series; further: strong numbers were not always called active
GPR35 arrestin U2OS – GPR35 antagonists blocking zaprinast-driven arrestin recruitment, primary screen, imaging, U2OS, beta-arrestin-GFP, zaprinast agonist (AID 2058); U2OS GPR35 beta-arrestin-GFP translocation imaging, zaprinast antagonism; higher % means a stronger effect; 0.052% of 290,000 active; inhibition, % at 10 µM; hits with a dose series show IC50 in µM; G-protein coupled receptor 35 (Homo sapiens);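 active means inhibition of at least 50% with at least 30 cells and total cytoplasm GFP at most 10,000,000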
NS5 inhibitors – Dengue-2 NS5 methyltransferase inhibitors, primary screen, biochemical, confirmation dose response (AID 588689); inhibition, % at 25 µM; hits with a dose series show IC50 in µM; Dengue-2 NS5 methyltransferase capping enzyme assay, biochemical; higher % means a stronger effect; Genome polyprotein (Dengue virus type 2 (strain 16681-PDK53)); 0.3% of 340,000 active; in the data active means a potency from the dose series
NOD1 NF-kB reporter – NOD1 signaling inhibitors, primary screen, cell-based, luminescence, uHTS (AID 1578) | NOD1-driven NF-kB luciferase reporter cells, luminescence; higher % means a stronger effect | inhibition, % at 4 µM, or EC50 in µM where a hit was titrated | 1% of 290,000 active; in the data active means inhibition mostly above about 36%, no sharp cut-off; inactive means mostly below about 34%;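 further: HEK-293T reporter cells stimulated with the NOD1 agonist gamma-tri-DAP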
NS5 inhibitors pilot replicate – recorded beside NS5 inhibitors, whose call it bears; inhibition, %; measured here: pilot screen replicate inhibition
The depositor's hits bear a star; [ ] = dose if it differs, or a comment.

What do the screens show for `O=S(=O)(NCc1ccccc1)c1ccc2ccccc2c1`?
KOR beta-arrestin-1: -2.3%; KOR beta-arrestin-2: -2.9%; HIV peptide binding: -1.0%; GPR55 LPI antagonism: 7.5%; GPR55 activation: -0.1%; West Nile antiviral: -0.6%; GPR35 arrestin U2OS: -5.1%; NS5 inhibitors: -2.6%; NOD1 NF-kB reporter: -4.4%

Results for Cc1ccccc1N1CCN(C2=NC(=O)/C(=C/c3cn[nH]c3-c3ccccc3)S2)CC1 ?
KOR beta-arrestin-1: 5.4%; KOR beta-arrestin-2: 9.7%; HIV peptide binding: 1.5%; GPR55 LPI antagonism: 9.1%; GPR55 activation: 0.9%; West Nile antiviral: 0.1%; GPR35 arrestin U2OS: 3.3%; NS5 inhibitors: -1.1%; NOD1 NF-kB reporter: -33.8%

How did CCOC(=O)CNC(=O)C1CCCc2c1[nH]c1ccc(Cl)cc21 (centres undefined) do in these assays?
KOR beta-arrestin-2: 7.7%[20 µM]; HIV peptide binding: -0.1%; GPR55 LPI antagonism: -3.2%; GPR55 activation: -0.1%; West Nile antiviral: 0.2%; GPR35 arrestin U2OS: 10.9%; NS5 inhibitors: -5.2%; NOD1 NF-kB reporter: -2.4%

What do the screens show for `CSc1nc2ccccc2n1Cc1c(Cl)cccc1Cl`?
KOR beta-arrestin-1: -0.7%; KOR beta-arrestin-2: -35.4%; HIV peptide binding: -2.0%; GPR55 LPI antagonism: 51.7%; GPR55 activation: -0.1%; West Nile antiviral: -0.4%; GPR35 arrestin U2OS: -2.8%; NS5 inhibitors: 1.6%; NOD1 NF-kB reporter: 38.0%

What do the screens show for `CCOC(=O)N1CCc2c(sc(NC(=O)c3ccc(Cl)s3)c2C(N)=O)C1`?
KOR beta-arrestin-1: 9.6%; KOR beta-arrestin-2: 9.5%; HIV peptide binding: 24.7%; GPR55 LPI antagonism: 1.3%; GPR55 activation: -0.1%; West Nile antiviral: 3.0%; GPR35 arrestin U2OS: -15.0%; NOD1 NF-kB reporter: 85.3%*

How did NC(=O)c1ccc(NC(=O)CS(=O)(=O)c2cn(CC(=O)N3CCCCC3)c3ccccc23)cc1 do in these assays?
KOR beta-arrestin-1: -2.2%; KOR beta-arrestin-2: 7.9%; HIV peptide binding: 1.6%; GPR55 LPI antagonism: 40.6%; GPR55 activation: 0.3%; West Nile antiviral: -0.1%; GPR35 arrestin U2OS: 12.6%; NS5 inhibitors: -4.9%; NOD1 NF-kB reporter: 1.2%

How did COc1ccc(-n2c(Cc3cccn3C)nnc2SCC(=O)Nc2cccc(NC(C)=O)c2)cc1 do in these assays?
KOR beta-arrestin-1: 1.6%; KOR beta-arrestin-2: -6.1%; HIV peptide binding: 6.8%; GPR55 LPI antagonism: 25.8%; GPR55 activation: -0.1%; West Nile antiviral: 0.9%; GPR35 arrestin U2OS: -2.2%; NS5 inhibitors: -3.2%; NOD1 NF-kB reporter: -15.9%

How did COc1cc(/C=N\n2nnnc2N)ccc1OCc1ccc(F)cc1 do in these assays?
KOR beta-arrestin-1: 5.2%; KOR beta-arrestin-2: -3.8%; HIV peptide binding: -0.3%; GPR55 LPI antagonism: 4.1%; GPR55 activation: -0.3%; West Nile antiviral: -0.1%; GPR35 arrestin U2OS: 9.7%; NS5 inhibitors: 4.2%; NOD1 NF-kB reporter: 8.2%

Results for CC1CCCCN1CC(O)COCCC12CC3CC(CC(C3)C1)C2 (centres undefined) ?
KOR beta-arrestin-1: -2.2%; KOR beta-arrestin-2: -19.0%; HIV peptide binding: -1.1%; GPR55 LPI antagonism: 24.6%; GPR55 activation: 0.0%; West Nile antiviral: -1.6%; GPR35 arrestin U2OS: 7.6%; NS5 inhibitors: -3.0%; NOD1 NF-kB reporter: -10.2%

How did CC(OC(=O)/C=C/c1cccc(F)c1)C(=O)NC1CCCCC1C (centres undefined) do in these assays?
KOR beta-arrestin-1: -4.9%; KOR beta-arrestin-2: 18.9%; HIV peptide binding: -0.3%; GPR55 LPI antagonism: 10.1%; GPR55 activation: -0.1%; West Nile antiviral: -0.4%; GPR35 arrestin U2OS: 11.6%; NS5 inhibitors: -1.9%; NOD1 NF-kB reporter: -17.1%

Results for CCn1nnc2c(=O)oc3ccccc3c21 ?
KOR beta-arrestin-1: -0.1%; KOR beta-arrestin-2: 17.6%; HIV peptide binding: 0.8%; GPR55 LPI antagonism: -1.4%; GPR55 activation: -0.4%; West Nile antiviral: 0.4%; GPR35 arrestin U2OS: -7.8%; NS5 inhibitors: -8.8%; NOD1 NF-kB reporter: -42.0%

How did Cc1cccc(SCc2noc(C(=O)NCC3CCCO3)c2C(=O)O)c1 (centres undefined) do in these assays?
KOR beta-arrestin-1: 11.5%; KOR beta-arrestin-2: -5.5%; HIV peptide binding: 3.5%; GPR55 LPI antagonism: -1.0%; GPR55 activation: -0.1%; West Nile antiviral: -0.3%; GPR35 arrestin U2OS: 3.7%; NS5 inhibitors: -1.6%; NOD1 NF-kB reporter: 5.1%

What do the screens show for `O=C(COc1ccc(Br)cc1)NCCCNC(=O)c1ccncc1`?
KOR beta-arrestin-1: 1.8%; KOR beta-arrestin-2: 12.7%; HIV peptide binding: 0.0%; GPR55 LPI antagonism: 5.0%; GPR55 activation: 0.3%; West Nile antiviral: 0.0%; GPR35 arrestin U2OS: 45.5%; NS5 inhibitors: 1.6%; NOD1 NF-kB reporter: -29.7%

Results for COc1ccc(CN(C(=O)c2oc3cc(C)ccc3c2C)C2CCS(=O)(=O)C2)cc1OC (centres undefined) ?
KOR beta-arrestin-1: 0.5%; KOR beta-arrestin-2: 22.5%[20 µM]; HIV peptide binding: 3.2%; GPR55 LPI antagonism: -15.8%; GPR55 activation: -0.1%; West Nile antiviral: 1.4%; GPR35 arrestin U2OS: -2.2%; NS5 inhibitors: -2.1%; NOD1 NF-kB reporter: 2.4%

What do the screens show for `COc1cccc(CNC(=O)CCNC(=O)C2CCN(S(=O)(=O)c3ccc(F)cc3)CC2)c1`?
KOR beta-arrestin-1: 0.8%; KOR beta-arrestin-2: -2.0%; HIV peptide binding: 1.6%; GPR55 LPI antagonism: 16.4%; GPR55 activation: -0.2%; West Nile antiviral: -0.4%; GPR35 arrestin U2OS: -1.5%; NS5 inhibitors: -3.6%; NOD1 NF-kB reporter: -4.3%

What do the screens show for `CCc1nnc2n1N=C(c1ccc(OC)cc1)CS2`?
KOR beta-arrestin-1: -1.2%; KOR beta-arrestin-2: -2.4%; HIV peptide binding: -1.5%; GPR55 LPI antagonism: 11.7%; GPR55 activation: -0.3%; West Nile antiviral: 1.8%; GPR35 arrestin U2OS: -14.1%; NS5 inhibitors: -8.1%; NOD1 NF-kB reporter: -14.8%; NS5 inhibitors pilot replicate: -6.4

Results for COc1ccc(C(c2nnnn2Cc2ccccc2)N2CCN(c3ccccc3)CC2)cc1 (centres undefined) ?
KOR beta-arrestin-1: 0.4%; KOR beta-arrestin-2: 25.0%; HIV peptide binding: 1.3%; GPR55 LPI antagonism: -2.5%; GPR55 activation: -0.1%; West Nile antiviral: -0.3%; GPR35 arrestin U2OS: -0.9%; NS5 inhibitors: -5.5%; NOD1 NF-kB reporter: 2.0%

Results for Cc1ccc(-n2[nH]c(C)c(C=Nc3ccc(S(=O)(=O)N4CCOCC4)cc3)c2=O)c(C)c1 ?
KOR beta-arrestin-1: 2.5%; KOR beta-arrestin-2: 15.4%; HIV peptide binding: -0.6%; GPR55 LPI antagonism: 10.8%; GPR55 activation: 0.6%; West Nile antiviral: -0.8%; GPR35 arrestin U2OS: 6.8%; NOD1 NF-kB reporter: -22.2%

Results for O=C(NCc1ccccn1)c1ccc(COc2ccc(Cl)cc2)o1 ?
KOR beta-arrestin-1: 2.1%; KOR beta-arrestin-2: 36.1%; HIV peptide binding: 0.4%; GPR55 LPI antagonism: -3.6%; GPR55 activation: -0.1%; West Nile antiviral: -0.5%; GPR35 arrestin U2OS: 11.3%; NS5 inhibitors: -4.9%; NOD1 NF-kB reporter: -17.2%

How did CCCCn1c(NCc2cccs2)nc2ccccc21 do in these assays?
KOR beta-arrestin-1: -1.4%; KOR beta-arrestin-2: -49.3%[20 µM]; HIV peptide binding: -0.7%; GPR55 LPI antagonism: -7.8%; GPR55 activation: -0.1%; West Nile antiviral: -1.4%; GPR35 arrestin U2OS: -2.2%; NS5 inhibitors: -0.7%; NOD1 NF-kB reporter: 16.5%

What do the screens show for `CCc1ccc(NC(=S)N(CCCN2CCOCC2)Cc2ccccn2)cc1`?
KOR beta-arrestin-1: 2.4%; KOR beta-arrestin-2: -24.4%; HIV peptide binding: 0.3%; GPR55 LPI antagonism: 6.5%; GPR55 activation: 0.1%; West Nile antiviral: -1.1%; GPR35 arrestin U2OS: -11.8%; NS5 inhibitors: -0.7%; NOD1 NF-kB reporter: 38.4%

How did O=C(N/N=C\c1ccc(Br)o1)C1COc2ccccc2O1 (centres undefined) do in these assays?
KOR beta-arrestin-1: -5.4%; KOR beta-arrestin-2: -23.3%[20 µM]; HIV peptide binding: 1.4%; GPR55 LPI antagonism: -2.5%; GPR55 activation: 0.1%; West Nile antiviral: -0.3%; GPR35 arrestin U2OS: -9.6%; NS5 inhibitors: 6.2%; NOD1 NF-kB reporter: -9.2%

What do the screens show for `CN(C)Cc1ccc(F)cc1Sc1cc(Cl)ccc1Cl`?
KOR beta-arrestin-1: 7.4%; KOR beta-arrestin-2: 3.9%; HIV peptide binding: 1.2%; GPR55 LPI antagonism: 7.0%; GPR55 activation: -0.2%; West Nile antiviral: -0.1%; GPR35 arrestin U2OS: 14.5%; NS5 inhibitors: 3.5%; NOD1 NF-kB reporter: 63.7%*

How did CCCc1cc2c(=O)c(-c3ccccn3)coc2cc1OC do in these assays?
KOR beta-arrestin-1: 2.1%; KOR beta-arrestin-2: -1.8%; HIV peptide binding: -2.2%; GPR55 LPI antagonism: -8.4%; GPR55 activation: 0.6%; West Nile antiviral: -0.2%; GPR35 arrestin U2OS: 16.4%; NS5 inhibitors: 0.3%; NOD1 NF-kB reporter: -90.8%

Only part of the results is shown; count on the stated rates, not on these rows.
